Screens as filed in PubChem BioAssay.
Tau fluor counter – counter-screen for tau fibril formation inhibitors. tau K18 P301L Alexa594 fluorescence, heparin fibrillization. hit rate 0.93% among 280,000. Potency, µM (doses to about 57.7 µM), without a hit: at the top dose activity change, negative = decrease; also: % is scaled to controls: 0 for no effect and ±100 for the full control effect; nearly all actives have a fitted effect of over 55% in size
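Human K18 P301L tau (15 uM unlabeled plus 0.24 uM Alexa 594-labeled, final) in 100 mM sodium acetate pH 7 was mixed with compound and 20 uM heparin and incubated 6 hr at 37 C.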
Tau FP inhib – tau fibrillization inhibition (FP); K18 P301L tau heparin fibrillization, Alexa594 FP, 6 h; Potency, µM (top dose mostly 57.7 µM), for inactives: at the top dose activity, negative = inhibition, usual class: inhibitors; hit rate 0.39% among 280,000; AID 1468; also: % is scaled to controls: 0 for no effect and ±100 for the full control effect; nearly all actives have a fitted effect of over 55% in size
Target sequence (P10636 561-689 P618L limits assumed): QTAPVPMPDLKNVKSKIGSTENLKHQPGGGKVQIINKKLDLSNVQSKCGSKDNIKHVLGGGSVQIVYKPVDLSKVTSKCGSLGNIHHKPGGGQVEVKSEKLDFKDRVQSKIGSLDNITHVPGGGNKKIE
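Quantitative HTS format: compounds meet 15 uM recombinant K18 P301L tau and Alexa 594-tau tracer in 100 mM sodium acetate pH 7; 20 uM heparin triggers fibrillization at 37 C over 6 hr; FP gives the signal.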
JMJD2E inh – blocks human JMJD2E demethylase activity; JMJD2E catalytic domain, FDH-coupled NADH fluorescence (FDH is formaldehyde dehydrogenase); AID 2147; Potency, µM (doses to about 57.1 µM), without a hit: at the top dose activity change, negative = inhibition, hits mostly inhibitors; hit rate 1.6% among 230,000; active = well fitted inhibition curve with a large enough effect, not every such curve was filed as active; inconclusive = small, poorly fitted or top-dose-only effect, or another doubt; inactive = no such curve, though single readings can be large or run the other way;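 also: 0% = wells with enzyme and -100% = buffer wells without enzyme; nearly all actives have a fitted effect of over 50% in size; many of its hits are not listed in these tables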
Target sequence (B2RXH2 1-337 limits assumed): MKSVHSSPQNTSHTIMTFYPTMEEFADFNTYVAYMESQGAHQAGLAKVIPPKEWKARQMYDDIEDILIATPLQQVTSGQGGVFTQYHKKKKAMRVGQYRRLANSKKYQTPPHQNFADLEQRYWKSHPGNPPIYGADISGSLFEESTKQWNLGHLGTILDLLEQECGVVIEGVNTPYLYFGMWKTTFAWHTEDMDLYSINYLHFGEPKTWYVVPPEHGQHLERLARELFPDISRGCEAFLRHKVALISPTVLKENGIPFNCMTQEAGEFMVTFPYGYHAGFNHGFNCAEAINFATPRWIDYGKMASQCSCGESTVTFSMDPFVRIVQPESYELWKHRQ
ALDH1A1 inh – blocks purified human ALDH1A1 activity. P00352. Purified ALDH1A1, NADH fluorescence, propionaldehyde substrate. Potency, µM (doses to about 75.3 µM), for inactives: top-dose activity, negative = inhibition, usual class: inhibitors. hit rate 7.3% among 220,000; active = well fitted inhibition curve with a large enough effect, not every such curve was filed as active; inconclusive = small, poorly fitted or top-dose-only effect, or another doubt; inactive = no such curve, though single readings can be large or run the other way;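 also: plate controls were no enzyme wells and a reference inhibitor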
Target sequence (P00352 whole entry, looked up): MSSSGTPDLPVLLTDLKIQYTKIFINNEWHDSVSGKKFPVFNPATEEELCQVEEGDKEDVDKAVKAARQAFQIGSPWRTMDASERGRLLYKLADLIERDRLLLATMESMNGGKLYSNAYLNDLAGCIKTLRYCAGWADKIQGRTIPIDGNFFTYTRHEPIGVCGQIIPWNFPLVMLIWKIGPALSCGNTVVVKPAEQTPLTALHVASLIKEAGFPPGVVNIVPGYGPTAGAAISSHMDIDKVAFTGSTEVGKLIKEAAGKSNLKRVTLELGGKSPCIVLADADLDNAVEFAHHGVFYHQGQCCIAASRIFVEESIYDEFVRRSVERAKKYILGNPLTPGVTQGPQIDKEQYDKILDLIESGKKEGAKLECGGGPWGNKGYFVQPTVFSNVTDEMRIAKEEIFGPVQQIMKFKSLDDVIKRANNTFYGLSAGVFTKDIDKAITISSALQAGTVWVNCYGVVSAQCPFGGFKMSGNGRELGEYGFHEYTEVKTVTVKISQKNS
HttQ103 aggreg – inhibitors of mutant huntingtin aggregate formation in PC12 cells | PC12 HttQ103-GFP aggregates, Acumen cytometry, 40 h | Potency, µM (series often up to 46.1 µM), without a hit: at the highest dose activity change, negative = inhibition, most hits filed as inhibitors | hit rate 1.1% among 220,000 | AID 1688; also: % is scaled to controls: 0 for no effect and ±100 for the full control effect; nearly all actives have a fitted effect of over 60% in size
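Huntingtin Q103 exon 1–GFP aggregates in induced PC12 cells (100 nM tebufenozide) were quantified by cytometry from lysates, with compounds dosed in titration.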
Tau fibril ThT – blocks human tau fibril formation measured by thioflavin T; Potency, µM (highest dose often 57.4 µM), inactives show at the top dose activity, negative = inhibition, actives largely listed as inhibitors; P10636; hit rate 2.1% among 270,000; recombinant tau K18 P301L (four-repeat tau fragment), heparin-induced fibrillization, ThT fluorescence; also: % is scaled to controls: 0 for no effect and ±100 for the full control effect; nearly all actives have a fitted effect of over 55% in size
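In this qHTS, human K18 P301L tau is incubated with compound and heparin for 6 hr at 37 C, and Thioflavin T fluorescence then reports fibril load.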
SMN2 splice enh – enhancers of SMN2 splice variant expression; HEK293 SMN2-luciferase splicing reporter, luminescence, 30-36 h; Potency, µM (doses to about 46.1 µM), without a hit: top-dose activity change, positive = activation, usual class: activators; hit rate 2.8% among 210,000; also: % of control where 0% means no effect; nearly all actives have a fitted effect of over 55% in size
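HEK293 cells carry an SMN2 minigene-luciferase reporter in which exon 7 inclusion puts luciferase in frame. Cells were seeded at 2000 cells/well, attached for 10-12 hours, then exposed to compounds for 30-36 hours at 37C before ONE-Glo luminescence.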
HTT ATP protect – protects HTT-Q103 PC12 cells, measured by ATP | PC12 HTT-Q103 induced, cytoprotection, ATP luminescence, 40 h | Potency, µM (highest dose often 56.4 µM), for the others: cytoprotection (ATP increase), actives largely listed as activators | hit rate 0.14% among 230,000;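 also: % of control where 0% means no effect; nearly all actives have a fitted effect of over 45% in size; toxic huntingtin expression switched on by the ecdysone agonist tebufenozide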
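Quantitative HTS on tebufenozide-induced (100 nM) PC12 cells expressing HTTQ103 exon 1–GFP; compounds tested as a concentration series; survival measured via cellular ATP.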
The depositor's hits bear a star; i = inactive; u = inconclusive; x = no result given; & = joins results of further samples; [ ] = dose if it differs, or a comment. Unless noted, calls follow the shape of the dose curve; as a rule, active = well fitted curve in the direction sought with a large enough effect; inconclusive = small, poorly fitted or top-dose-only effect, or another doubt; inactive = no such curve, though single readings can be large; an effect the other way counts as inactive or inconclusive. Potency is read from the fitted curve at half-maximal effect. These rows are one share of the data (hit frequency here may not be typical).

Sequence of screens – Tau fluor counter | Tau FP inhib | JMJD2E inh | ALDH1A1 inh | HttQ103 aggreg | Tau fibril ThT | SMN2 splice enh | HTT ATP protect
O=C(NC(=S)NCC1CCCO1)c1ccc([N+](=O)[O-])cc1 (stereo unspecified)
 : -6.4% | -1.9% | -11.3% | u | 13.0% | -9.1% | 13.6% | x
COc1ccc(C)cc1NC(=O)CN(C)S(=O)(=O)c1cccs1
 : -16.0% | 12.3% | 1.8% | -15.2% | 18.8% | -4.4% | -32.8%[inhibitor] | -2.4%
COC(=O)/C=C/c1cc(O)ccc1O
 : -26.9% | -12.2% | x | 28.2µM* | x | u | 1.4% | -81.6%[inhibitor]
CCc1cc2cc(C)cc(C)c2nc1SCC(=O)N1CCCC1
 : 0.1% | 2.5% | -3.2% | -1.1% | 17.1% | 0.8% | -35.0%[inhibitor] | -6.2%[10 µM]
CCCNC(=O)N1CCN(S(C)(=O)=O)CC1
 : 0.1% | -4.8% | 2.2% | 4.0% | 13.3%[9.22 µM] | 3.4% | -0.2% | -12.4%
CN(Cc1cccc(F)c1)C(=O)c1ccc(S(=O)(=O)C(F)F)cc1
 : 0.4% | 1.7% | 7.5% | u | 1.0% | 5.0% | -9.0% | 0.3%
Cc1cc(Cl)ccc1NC(=O)Cn1nnc2sc(-c3ccccc3)cc2c1=O
 : -14.6% | -6.7% | x | x | x | -10.6% | 1.4% | x
Nc1[nH]n2c(=O)cc(-c3ccccc3)nc2c1N=Nc1ccc2c(c1)OCO2
 : -6.0% | -1.0% | 5.0% | 3.4% | -29.3%[9.22 µM] | -4.7% | x | -63.3%[inhibitor][10 µM]
Fc1ccc2c(c1)[C@H]1OCC[C@H]1[C@@H](c1ccco1)N2
 : -11.7% | -5.3% | u | -11.2% | 13.2% | -8.9% | -22.3% | -2.5%[10 µM]
CCCCOc1ccc(NC(=O)Cn2c(=O)ccc3c(C)cc(C)nc32)cc1
 : -8.4% | 3.5% | i | 3.7% | 14.2% | -10.9% | -24.4% | -13.3%[10 µM]
COc1ccc(CNc2nc3ccccc3n2CCN2CCOCC2)cc1
 : 5.3% | 12.4% | 0.5% | 6.3% | -10.2% | -3.6% | -6.9% | 15.4%[10 µM]
O=C(Nc1cccc(Cl)c1)NC1CCCCC1
 : -26.0% | -9.9% | 5.6% | 10.6% | -1.4% | -19.4% | 28.9% | -17.1%
COc1ccc(C)cc1NC(=O)CSc1nnc(-c2ccc(Br)cc2)o1
 : -11.6% | -9.3% | 0.1% | u | 1.7% | -2.7% | -11.8% | -15.3%[0.074 µM]
COc1ccc(-n2c(SC3CCOC3=O)nc3ccccc3c2=O)cc1OC (stereo unspecified)
 : -2.1% | 0.6% | -1.0% | -1.4% | 10.6% | -7.3% | -0.4% | 3.4%
O=C(NCc1ccccc1)c1cc2ccccc2o1
 : -12.0%&2.3% | -0.4%&0.6% | -0.9% | u | 24.1% | -11.0%&11.0% | u | 9.5%
C=C(NC(=O)C(=C)NC(=O)c1csc(C2=N[C@@H]3c4csc(n4)[C@@H]4NC(=O)c5csc(n5)[C@@H]([C@](C)(O)[C@H](C)O)NC(=O)[C@@H]5CSC(=N5)/C(=C/C)NC(=O)[C@@H]([C@H](C)O)NC(=O)c5csc(n5)[C@]3(CC2)NC(=O)[C@@H](C)NC(=O)C(=C)NC(=O)[C@@H](C)NC(=O)[C@@H]([C@@H](C)CC)N[C@H]2C=Cc3c([C@H](C)O)cc(nc3[C@@H]2O)C(=O)O[C@H]4C)n1)C(N)=O
 : x | x | -0.4%[25.5 µM] | -7.5%[20.9 µM] | -2.7%[20.6 µM] | x | -23.6%[20.6 µM] | u
CC(=O)C1=C(c2ccccc2)OC(N)=C(C#N)C1c1ccccc1F (stereo unspecified)
 : -11.5% | 0.4% | u | u | -4.7% | -11.2% | 1.6% | 19.5%[10 µM]
CCCCCCCCCC(=O)NNC(=O)c1c(O)c2ccccc2n(CC)c1=O
 : -8.2% | -3.1% | 7.6% | 8.3% | -6.0%[9.22 µM] | -12.3% | x | 17.7%[10 µM]
O=C(/C=C/c1cccc([N+](=O)[O-])c1)c1cccs1
 : -23.3% | 9.0% | -9.9% | -3.7% | u | u | 14.2% | 27.6%[10 µM]
CCCCSCCCNC(=O)C1CCN(Cc2nc(-c3cccc(Br)c3)oc2C)CC1
 : -16.5% | 2.9% | x | x | x | u | 1.7% | x

(listing goes on)
Sequence of screens – Tau fluor counter | Tau FP inhib | JMJD2E inh | ALDH1A1 inh | HttQ103 aggreg | Tau fibril ThT | SMN2 splice enh | HTT ATP protect
Cc1nnc(SCc2ccccc2Cl)n(N)c1=O
 : -1.7% | 8.4% | -2.0% | -8.7% | u | -4.0% | -15.7% | u
Cc1ccc(NC(=O)CSc2nc(O)cc(=O)n2C)cc1
 : -4.7% | 2.9% | 5.2% | 4.9% | 0.6% | u | -16.4% | -2.5%
Cc1c(Cl)cccc1NC(=O)c1cc2sccc2n1Cc1ccc(F)cc1
 : -19.1% | -11.3% | x | x | x | -3.4% | 7.7% | x
O=C(Nc1ccccc1F)c1ccccc1-c1ccccc1
 : -6.7% | -0.6% | -5.2% | -2.8% | u | -1.4% | u | 7.3%[10 µM]
CN(/N=C/c1ccc(Br)o1)C1=NS(=O)(=O)c2ccccc21
 : -7.1% | u | u | u | -5.2% | -10.2% | -35.7%[inhibitor] | -77.5%[inhibitor]
CCc1nnc(N/N=C/c2ccc(-c3ccc([N+](=O)[O-])cc3)o2)n1N
 : u | u | -18.0% | u | -31.8% | 1.78µM* | -2.2% | -89.1%[inhibitor]
CCOc1ccc(OCC)c(NC(=O)C2CCCN(S(=O)(=O)c3c(C)noc3C)C2)c1 (stereo unspecified)
 : -6.9% | 0.2% | -3.3% | 5.7% | -4.1% | 5.2% | -8.5% | -14.9%
CS(=O)(=O)N(CC(=O)NCc1ccncc1)c1ccc(F)c(Cl)c1
 : -9.2% | -6.0% | -10.0% | 14.5% | -10.7%[9.22 µM] | -6.7% | x | 0.6%[10 µM]
CC1Oc2ccccc2OC1(O)c1ccc2ccccc2n1 (stereo unspecified)
 : -6.5% | -4.4% | -0.5% | 8.0% | 9.2% | -7.6% | -24.5% | -21.7%[1.9 µM]
CCOC(=O)CSc1cc(=O)n(C)c2cc(Cl)ccc12
 : -1.0% | -3.2% | -21.2% | u | -4.1% | -1.4% | 3.1% | -0.9%
CCN1CCN(c2cc(SC(C)C)nc(-c3ccc(OC)cc3)n2)CC1
 : -27.7% | u | -4.4% | u | 12.3% | 1.0% | -9.4% | -53.8%[inhibitor]
COC(=O)c1nc2n(n1)C(c1ccc(OC)c(OC)c1)C(C(=O)OC1CCCCC1)=C(C)N2 (stereo unspecified)
 : -16.7% | -4.5% | 11.7% | 5.5% | 9.4% | -13.3% | -0.9% | -7.0%
Cc1ccc2oc3nc(C)c(C(=O)Nc4cccc(C(F)(F)F)c4)cc3c(=O)c2c1
 : -8.8% | -16.5% | -25.6% | 0.5% | -3.4% | u | 1.7% | -38.3%[inhibitor]
C/C(=N/NC(=O)CN1CCN(Cc2ccccc2Cl)CC1)c1ccncc1
 : 2.0% | 0.1% | -2.1% | 2.2% | 13.2% | -3.7% | -1.1% | -4.3%[10 µM]
O=C(O)CC/C(=N\Nc1ccc([N+](=O)[O-])cc1)c1ccccc1
 : u | 14.7% | -1.5% | u | -13.0%[9.22 µM] | 7.94µM* | x | -19.3%[10 µM]
CC(=O)c1c(C)[nH]c(C(=O)OCC(=O)NCCc2ccc(F)cc2)c1C
 : -11.7% | -2.2% | 1.3% | 13.5% | -12.5% | -12.7% | -18.7% | -15.4%[10 µM]
c1ccc2c(c1)CCN(c1nc(CN3CCOCC3)nc3sc4c(c13)CCCC4)C2
 : -2.6% | -4.8% | u | u | -15.3% | u | u | 3.3%[10 µM]
COc1cccc(C(=O)C[n+]2ccccc2/C=N/O)c1
 : -14.8% | -11.0% | u | 13.5% | -23.4% | u | 23.9% | x
CCOC(=O)/C(C(=O)Nc1ccc(Br)cc1)=C1/NC(C)(C)Cc2ccccc21
 : -25.2% | -7.9% | -4.6% | u | 0.0% | -2.6% | -10.4% | 4.4%[10 µM]
O=C(O)c1cc(-c2ccc(O)cc2)nc2ccccc12
 : -1.4% | 3.5% | 4.2% | 1.6% | -0.4% | -0.9% | -5.4% | 17.4%

Whole records as entered above.
CCOc1ccc(OCC)c(NC(=O)C2CCCN(S(=O)(=O)c3c(C)noc3C)C2)c1 (stereo unspecified) is listed with Tau fluor counter: -6.9%; Tau FP inhib: 0.2%; JMJD2E inh: -3.3%; ALDH1A1 inh: 5.7%; HttQ103 aggreg: -4.1%; Tau fibril ThT: 5.2%; SMN2 splice enh: -8.5%; HTT ATP protect: -14.9%
C/C(=N/NC(=O)CN1CCN(Cc2ccccc2Cl)CC1)c1ccncc1 is listed with Tau fluor counter: 2.0%; Tau FP inhib: 0.1%; JMJD2E inh: -2.1%; ALDH1A1 inh: 2.2%; HttQ103 aggreg: 13.2%; Tau fibril ThT: -3.7%; SMN2 splice enh: -1.1%; HTT ATP protect: -4.3%[10 µM]

(continued)
Sequence of screens – Tau fluor counter | Tau FP inhib | JMJD2E inh | ALDH1A1 inh | HttQ103 aggreg | Tau fibril ThT | SMN2 splice enh | HTT ATP protect
COC(=O)c1sccc1NC(=S)Nc1cc(C)cc(C)c1
 : -13.8% | -8.8% | -9.1% | -9.3% | 12.4% | -11.3% | 11.4% | 3.6%[10 µM]
C=CCNC(=S)N1CCN(CCN=CC2=C(O)CC(c3ccco3)CC2=O)CC1 (stereo unspecified)
 : -9.8% | -10.0% | 1.0% | -3.9% | 1.6% | u | 4.6% | 6.4%
COCCCN(CCCN)Cc1ccco1
 : 5.5% | 5.1% | -10.8% | 8.4% | 0.1% | -9.2% | 1.5% | -4.1%[10 µM]
Cn1ccc(C(=O)NC(=S)N2CCSCC2)n1
 : -3.0% | -6.2% | 3.6% | u | -0.6%[9.22 µM] | -2.5% | x | -3.6%[10 µM]
N#CC(c1ccccn1)c1ncc(C(F)(F)F)cc1Cl (stereo unspecified)
 : -1.2% | 4.5% | 1.8% | -1.1% | 12.7% | -6.1% | -11.6% | -28.9%[10 µM]
